Screens (PubChem)
ROC1-CUL1 inh: inhibitors of human ROC1-CUL1 ubiquitin ligase activity | AID 1347404 | inhibition, % at 10 µM | 0.6% of 140,000 active | in vitro K48 di-Ub FRET, acceptor:donor ratio, 45 min; in the data active means inhibition above about 25%
Target sequence (P62877 whole entry, looked up): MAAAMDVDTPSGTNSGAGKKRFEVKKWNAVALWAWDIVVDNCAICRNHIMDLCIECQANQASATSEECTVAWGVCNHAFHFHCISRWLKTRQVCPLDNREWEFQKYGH
Target sequence (Q13616 whole entry, looked up): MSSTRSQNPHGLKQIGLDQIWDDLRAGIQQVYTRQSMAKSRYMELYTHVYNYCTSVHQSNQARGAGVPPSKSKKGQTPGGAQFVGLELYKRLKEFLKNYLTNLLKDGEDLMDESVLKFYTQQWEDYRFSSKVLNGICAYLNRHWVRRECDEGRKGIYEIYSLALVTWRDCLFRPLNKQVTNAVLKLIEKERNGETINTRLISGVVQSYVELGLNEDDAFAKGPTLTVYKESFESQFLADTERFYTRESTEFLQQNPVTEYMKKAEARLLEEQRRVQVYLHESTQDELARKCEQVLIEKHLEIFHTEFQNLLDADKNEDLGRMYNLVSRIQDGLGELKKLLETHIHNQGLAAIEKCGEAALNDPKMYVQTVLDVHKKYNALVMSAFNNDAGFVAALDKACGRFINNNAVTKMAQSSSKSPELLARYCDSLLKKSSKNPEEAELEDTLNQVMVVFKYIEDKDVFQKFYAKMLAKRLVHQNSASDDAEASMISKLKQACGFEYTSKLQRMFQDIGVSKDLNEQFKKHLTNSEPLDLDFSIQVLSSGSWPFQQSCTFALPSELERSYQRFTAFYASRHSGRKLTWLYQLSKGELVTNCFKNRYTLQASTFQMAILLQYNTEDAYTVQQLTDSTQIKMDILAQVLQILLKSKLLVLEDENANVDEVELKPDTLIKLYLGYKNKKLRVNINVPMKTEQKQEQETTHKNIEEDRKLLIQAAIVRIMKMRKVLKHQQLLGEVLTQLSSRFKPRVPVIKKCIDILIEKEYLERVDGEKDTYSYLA
Starred values were filed as active, the others as inactive; & = joins results of further samples. Not all compounds are listed, so the mix of outcomes need not match the whole.

mol	ROC1-CUL1 inh
CCOC(=O)N1CCN(c2nc3nonc3nc2N2CCCC2)CC1	0.0
COc1cc2cc(-c3ccc(OC)c(OC)c3C)nc(N)c2cc1OC	9.1
O=C(Cc1ccccc1)N1CCN(c2nc(C3CCC3)nc3ccc(Cl)cc23)CC1	-6.8
OCC1(CCc2ccccc2)CCCN(Cc2ccc3cc(F)ccc3n2)C1 (stereo not given)	7.3
COc1ccc(CNC(=O)c2ccc(NC(=O)N3CCSc4ccccc43)cc2)cc1	4.6
COC(=O)NNC(=O)c1ccccc1[N+](=O)[O-]	-12.0
COc1ccc(-n2c(=O)c3c4c(sc3n(CC(=O)N3CCCCC3C)c2=O)CCC4)c(OC)c1 (stereo not given)	-1.5
COc1ccc(S(=O)(=O)NC(C)C)c2ccccc12	2.1

Next structures:
mol	ROC1-CUL1 inh
CCOc1ccc(N(CC(=O)N/N=C/c2ccco2)S(=O)(=O)c2ccc(Cl)cc2)cc1	7.0
COc1ccc(OCC(=O)OCc2cc(=O)n3nc(C4CCCCC4)sc3n2)cc1	6.8
CCOC(=O)CNC(c1ccccc1)c1cc(Br)ccc1NC(=O)c1ccc(Cl)cc1 (stereo not given)	-3.4
COc1cc(Br)c(/C=C2\C(=O)NN(c3ccc(I)cc3)C2=O)cc1OC	23.8
CCCNC(=O)c1ccc(-n2c(-c3ccccc3)cc3c2CCCCC3)cc1	-7.4
CC1CCN(Cc2nnnn2CC(=O)NCc2csc(C(C)C)n2)CC1	0.2
CCCC(=O)Nc1ccc2c(c1)nc1n2CCOC1	3.8
CCOC(=O)c1c(-c2ccc(Cl)cc2)csc1NC(=O)C(C)Oc1ccccc1 (stereo not given)	-4.3

(more compounds)
mol	ROC1-CUL1 inh
O=C1c2cccnc2C(=O)N1c1nccs1	-5.4
Cc1cccc(-c2cccc(NC(=O)C3CCCN3C3CCOCC3)c2)c1 (stereo not given)	1.6
CCN(CC)C(=O)CSc1nc(-c2ccc(C)cc2)nc2c1Cc1c(CO)cnc(C)c1O2	8.2
CC(=O)c1c(C)oc2c1cc(NS(=O)(=O)c1ccc(Cl)c(C)c1)c1ccccc12	-8.4
COc1ccc(NC(=O)NC(=O)C(F)(F)F)c(OC)c1	-5.4
Cc1cccc(Nc2nnc(-n3nc(C)cc3C)c3ccccc23)c1	7.1
CC(C)(C)c1ccc(NC(=O)CSc2ncnc3scc(-c4ccc(Cl)cc4)c23)cc1	-4.7
Cc1ccc(S(=O)(=O)c2cnc(SCC(=O)Nc3ccc4c(c3)OCCO4)[nH]c2=O)cc1Cl	-13.3

The listing continues:
mol	ROC1-CUL1 inh
O=C(Nc1nnc(C2CC(=O)N(c3ccc(Cl)cc3)C2)s1)c1ccco1 (stereo not given)	-6.6
CCCCCCN1C(=O)C(=O)C(C(=O)c2ccc(C)cc2)C1c1ccc2c(c1)OCO2 (stereo not given)	-14.6
COc1ccc(-n2nc(C)c3[nH]c(-c4cnn(C)c4)nc32)cc1	7.3
Cn1ncnc1-c1ccnc(NCc2ccc3sccc3c2)n1	4.2
Nc1c(C(=O)Nc2ccc(F)cc2)sc2ncccc12	-0.4
Cc1ccc(C)c(NC(=O)CSc2ncc3c(n2)-c2ccccc2N(Cc2ccccc2C)S3(=O)=O)c1	7.1
Cc1cccc(-c2noc(CNC(=O)c3ccco3)n2)c1	0.6
CCOC(=O)c1c(-c2ccc(Cl)cc2)csc1NC(=O)c1cccnc1	-3.2

Reprinted from the listing (14 entries):
mol	ROC1-CUL1 inh
CCN(CC)C(=O)CSc1nc(-c2ccc(C)cc2)nc2c1Cc1c(CO)cnc(C)c1O2	8.2
CC(=O)c1c(C)oc2c1cc(NS(=O)(=O)c1ccc(Cl)c(C)c1)c1ccccc12	-8.4
COc1ccc(NC(=O)NC(=O)C(F)(F)F)c(OC)c1	-5.4
Cc1cccc(Nc2nnc(-n3nc(C)cc3C)c3ccccc23)c1	7.1
CC(C)(C)c1ccc(NC(=O)CSc2ncnc3scc(-c4ccc(Cl)cc4)c23)cc1	-4.7
Cc1ccc(S(=O)(=O)c2cnc(SCC(=O)Nc3ccc4c(c3)OCCO4)[nH]c2=O)cc1Cl	-13.3
O=C(Nc1nnc(C2CC(=O)N(c3ccc(Cl)cc3)C2)s1)c1ccco1 (stereo not given)	-6.6
CCCCCCN1C(=O)C(=O)C(C(=O)c2ccc(C)cc2)C1c1ccc2c(c1)OCO2 (stereo not given)	-14.6
COc1ccc(-n2nc(C)c3[nH]c(-c4cnn(C)c4)nc32)cc1	7.3
Cn1ncnc1-c1ccnc(NCc2ccc3sccc3c2)n1	4.2
Nc1c(C(=O)Nc2ccc(F)cc2)sc2ncccc12	-0.4
Cc1ccc(C)c(NC(=O)CSc2ncc3c(n2)-c2ccccc2N(Cc2ccccc2C)S3(=O)=O)c1	7.1
Cc1cccc(-c2noc(CNC(=O)c3ccco3)n2)c1	0.6
CCOC(=O)c1c(-c2ccc(Cl)cc2)csc1NC(=O)c1cccnc1	-3.2

Other entries:
mol	ROC1-CUL1 inh
CC(C)(C)Cc1ccc(CC(C)(C)C)cc1	1.4
CC1=C(C#N)c2nc(N)c(C#N)c(C)c2C1	5.4
CCOc1cc(C#N)c(NC(=O)c2ccco2)cc1OCC	-2.6
CN(C)c1ccc(CNC(=O)Cn2c(=O)oc3cc(S(=O)(=O)N4CCCCCC4)ccc32)cc1	-2.3
CS(=O)(=O)N1N=C(c2ccco2)CC1c1ccccc1Cl (stereo not given)	6.2
COc1ccc2c(c1)OCC(CSCC(=O)O)C2=O (stereo not given)	7.5
COCn1ccnc1C(O)(c1ccccc1)c1nccn1COC	0.6
CCc1nn(CCCC(=O)N2CCN(c3cc(Cl)ccc3C)CC2)c(=O)c2cc3occc3n12	-4.3

The list goes on.
mol	ROC1-CUL1 inh
Cc1cc(OC(=O)c2cc3ccccc3o2)cc(C)c1Cl	-3.9
NS(=O)(=O)c1ccc(N=C2NC(=O)C(CC(=O)O)S2)cc1 (stereo not given)	-0.3
CC(=O)NC(=N)N=c1nc(C)c2ccc(C)cc2n1C(C)=O	-1.4
Cn1c(=O)c2c(nc(NCC(O)c3ccccc3)n2Cc2c(F)cccc2Cl)n(C)c1=O (stereo not given)	5.8
O=C(Nc1cn[nH]c1-c1ccccc1)c1ccc(C2CCCN2)s1 (stereo not given)	2.3
CN1CCN(c2nnc3n2-c2ccccc2Sc2ccc(Cl)cc2-3)CC1	3.2
Cc1nn(Cc2c(Cl)cccc2Cl)c(C)c1NC(=O)c1cc2nc3c(c(C(F)(F)F)n2n1)CCc1ccccc1-3	4.5
COCCCNc1oc(-c2cccs2)nc1S(=O)(=O)c1ccc(Cl)cc1	-4.8

Going on with the list.
Molecule	ROC1-CUL1 inh
COc1ccc(N2CCN(S(=O)(=O)c3ccc(-c4coc(C)n4)cc3)CC2)cc1	-1.1
CC(=O)CSc1nc2c(c(=O)[nH]c(=O)n2C)n1CCCc1ccccc1	6.9
Cc1ccc(S(=O)(=O)N2CCN(S(=O)(=O)c3ccc(C)cc3)C3OCCOC32)cc1 (stereo not given)	5.0
CC(C)(C)c1ccc(NC(=O)N2CCOCC2)cc1	2.9
COc1ccccc1NC(=O)Cn1c(=O)n(-c2ccc(C)cc2)c(=O)c2ccc(C(=O)NCc3ccco3)cc21	2.0
O=C1CC(=NCc2nc3ccccc3[nH]2)c2ccccc2O1	-3.1
CCCCN1C(=O)C2C=C(C#N)C(=O)N=C2N(C)C1=O (stereo not given)	6.4
Nc1cc(S(N)(=O)=O)ccc1Cl	2.9
Cc1ccc(S(=O)(=O)Nc2ccc(NC(=O)c3cc(-c4ccccc4Cl)nc4ccccc34)cc2)cc1	-7.5
Cc1ccc(C)c(CN2C(=O)c3ccccc3S(=O)c3ccc(C(=O)NCCC4=CCCCC4)cc32)c1 (stereo not given)	-1.5
COc1ccc(CN2C[C@@H]3C[C@@H](c4cccnc4)N4CCC[C@@]34C2=O)cc1	4.3
CN1CCc2c(sc3c2C(=O)NC(c2ccc(C(C)(C)C)cc2)N3)C1 (stereo not given)	-5.8&6.1

Further compounds:
Molecule	ROC1-CUL1 inh
Cc1ccc2nc(-c3ccc(Cl)c(NC(=O)COc4ccc(C(C)C)cc4)c3)oc2c1	-2.6
O=C(Nc1ccc(F)cc1F)c1ccc(-n2cnnc2)cc1	-6.1
Cc1nn(CC(=O)Nc2ccc(C(N)=O)cc2)c(C)c1Br	6.1
O=C(COc1ccc(Cl)cc1Cl)Oc1ccc(Br)cc1Cl	-1.0
CCc1ccccc1NC(=O)c1cc(C)on1	0.5
COc1ccccc1OC(=O)c1ccc(F)cc1	-0.8
CCn1c(=O)cc(SCC(=O)Nc2cc(Cl)ccc2OC)c2ccccc21	3.4
COc1ccc(Cl)cc1NC(=O)/C(C#N)=C/c1c(C)nn(C)c1C	6.7
Cc1ccc(NC(=O)CN2C(=O)COc3ccc(S(=O)(=O)N4CCCCC4)cc32)cc1Cl	7.9
COc1ccc2oc(-c3cccc(NC(=O)c4ccc(C#N)cc4F)c3)nc2c1	3.7
COc1ccccc1N1CCN(c2ncnc3c2nc2n3CCCC2)CC1	-0.9
Cc1nc2ccccc2nc1CN1CCOc2ccc(C(O)Cc3ccccc3)cc2C1 (stereo not given)	9.7

Next part
Molecule	ROC1-CUL1 inh
Cc1ccccc1CS(=O)(=O)N1CCN(c2ccccc2)CC1	12.8
CCOC(=O)CSc1cn2c(n1)CCC2	-13.8
COc1ccc(CNC(=O)Cc2c(C)c3cc4c(C)coc4cc3oc2=O)cc1	-4.8
CCCC1=C(C(=O)OCC)C(c2c(OC)ccc3ccccc23)n2c(s/c(=C/c3cc(OC)c(O)c(OC)c3)c2=O)=N1 (stereo not given)	-6.1
COc1ccccc1NC(=O)COc1ccc(/C=C2/SC(=O)N(Cc3cc4c(cc3Cl)OCO4)C2=O)cc1	-0.3
COc1ccc(NC(=O)Cn2c(=O)n(Cc3ccco3)c(=O)c3oc4ccccc4c32)cc1Cl	-1.8
COc1ccc(NC(=O)CSc2nc(N)nc(SC)c2C#N)cc1OC	-10.9
Cc1cccc(-c2noc(CSc3nc(-c4ccc(F)cc4)cc(=O)[nH]3)n2)c1	-11.9
Cc1ccc(SC(C)C(=O)NCc2cccnc2N(C)C)cc1 (stereo not given)	-6.6
Cc1ccc(C(=O)Nc2ccc(NC(=O)c3ccccc3)cc2)cc1	2.1
CCOC(=O)C(C)(C)Oc1c(Cl)cc(Cl)c2c1sc1ccccc12	0.1
Cc1ccc(C)c(S(=O)(=O)NCC(=O)NCc2ccco2)c1	6.6

Next part:
Molecule	ROC1-CUL1 inh
Cc1ccc(NC(=O)Nc2ccc3snnc3c2)cc1C	-5.9
COc1ccc(NC(=O)c2c(NC(=O)CCC(=O)O)sc3c2CCC(C)C3)cc1 (stereo not given)	8.7
Cc1ccc(NC(=O)CSc2nnc(-c3cccc(NC(=O)c4ccccc4C)c3)n2C)c(C)c1	11.5
N#CC1=CC[C@]23CCC[C@]12CC=C3C#N	5.0
CC(C)(C)N1C(=O)c2ccc([N+](=O)[O-])cc2C1=O	16.1
Fc1ccc(CSc2nnc(-c3ccc(Cl)cc3Cl)o2)cc1	-1.5
N#Cc1ccc(-c2nc3cc(C#N)c(C#N)cc3nc2-c2ccccc2)cc1C#N	0.0
c1coc(-c2nn3c(-c4ccncc4)nnc3s2)c1	-6.8
CCC1CN(Cc2cccc(C)n2)Cc2cc(OC)ccc2O1 (stereo not given)	8.5
Cc1ccc(C)c(NC(=O)Cn2c(=O)n(-c3ccc(CC(=O)NCC4CCCO4)cc3)c(=O)c3ccccc32)c1 (stereo not given)	0.9
Cc1ccccc1C(=O)N1CCN(c2ccc(NC(=S)NC(=O)c3ccco3)cc2)CC1	7.8
NC(=O)c1sc(=S)sc1C(N)=O	4.7

Following part
Molecule	ROC1-CUL1 inh
CCOCC(=O)Nc1cccc(C(=O)O)c1	-0.9
CC1CCN(C(=O)C2CCCN2C(=O)OCc2ccccc2)CC1 (stereo not given)	-0.8
Cn1cc(C(=O)Nc2ccc(Br)cn2)cn1	8.0
O=C(c1ccccc1)N1CCCCC1CCN1CCCCC1 (stereo not given)	13.1
Cc1ncc(CN2CCC3(CCCN(CC4CC4)C3)C2)n1C (stereo not given)	-0.6
CCCCCOc1c(OC)cccc1C1NC(=S)NC(C)=C1C(=O)Nc1ccc(C)cc1 (stereo not given)	-4.7
O=C(NCc1ccco1)c1ccc2ccccc2n1	1.5
COC(=O)[C@@H]1C[C@H](C(=O)NCc2ccccc2)[C@H](c2cccc(F)c2F)N1C	-0.8
CS(=O)(=O)Nc1ccc(S(=O)(=O)N2CCN(c3ccccc3F)CC2)cc1	-3.6
COc1ccccc1-c1cc(C(F)(F)F)nc(S(=O)(=O)CCCC(=O)Nc2cc(C)ccc2O)n1	3.0
COc1ccc(Br)cc1C(=O)Nc1ccc2c(c1)C(=O)N(CC(C)C)C2=O	-12.6
COc1ccccc1CC(=O)Nc1cnn(CC(=O)N(C)CC2(c3ccccc3)CC2(C)C)c1 (stereo not given)	3.3

(more compounds)
Molecule	ROC1-CUL1 inh
O=C(NCc1ccc(Cl)cc1)c1cnc2sc(N3CCOCC3)nn2c1=O	3.9
COCc1cn(CC2CCN(C(=O)C3(C)CCCO3)CC2)nn1 (stereo not given)	-1.4
O=C(COc1c(Br)cc(Br)cc1Br)Nc1ccc(Cl)cc1	1.5
O=S(=O)(Nc1ccc(O)cc1)c1cccc2cccnc12	-0.3
O=C(NCC1CC(Cc2ccc(F)cc2)=NO1)c1csc(-c2cccs2)n1 (stereo not given)	-5.5
O=C(O)Cc1csc(Nc2ccc(F)cc2)n1	0.4
CCn1ccnc1CN(C)C1CCCN(Cc2ccccc2F)C1 (stereo not given)	2.5
Cc1ccccc1C(=O)NC(Nc1ccccc1Cl)C(Cl)(Cl)Cl (stereo not given)	-4.3
c1ccc2sc(N3CCN(Cc4ccc5c(c4)OCO5)CC3)nc2c1	5.5
CC1(C)CC(=O)c2cc(CC(=O)O)n(-c3ccc(Br)cc3)c2C1	-1.3
Cn1c(=S)[nH]c2sc3c(c2c1=O)CCCC3	1.5
COCCNC(=O)c1ccc2nc(CCc3ccccc3)oc2c1	-6.1
Cn1c(-c2ccco2)nn(CN2CCOCC2)c1=S	5.4
